# TNFa cytotox: toxic to HUVEC cells under TNF alpha stimulation; HUVEC TNFalpha-stimulated, Hoechst cell count, imaging; cell count reduction, % at 2 µM; 93,000 compounds, 0.17% hits; AID 848;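 active means cell count reduction exceeding the screen mean by over 5 SD, scaled to untreated wells per plate, cut at about 78% in these data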;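 further: cells counted after 24 h of TNF alpha exposure following the 1 h pretreatment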
# IL1B cytotox: toxic to HUVEC cells under IL-1B stimulation. HUVEC cell count loss, Hoechst imaging, IL-1B stimulated. cell count reduction, % at 2 µM. 94,000 compounds, 0.41% hits;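 active means cell count reduction more than 3 SD above the screen-wide mean, cut at about 70% in these data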;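 further: normalized per plate to untreated control cells as the no-loss baseline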
# DAT uptake mod: changed human dopamine transporter uptake under cocaine IC80. LLC-PK1 hDAT cells, [14C]-dopamine uptake with cocaine IC80; actives deviate in either direction. Q01959. B-score at 10 µM. 110,000 compounds, 1.3% hits;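 active means Z score or B-score, a plate-position-corrected score, falls beyond the plate's 99.7% confidence bounds, in either direction; inactive means both scores lie inside the 99.7% bounds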;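 further: scored against the spread of the other compound wells on the same plate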
# sEH inh: inhibitors of human soluble epoxide hydrolase | P34913 | recombinant human sEH enzymatic activity assay | inhibition, % at 2 µM | 91,000 compounds, 0.34% hits; in the data active means inhibition above about 80%; further: values of inactives mirror those of a sister screen read the other way; many of its hits are not listed in these tables
# Target sequence (P34913 whole entry, looked up): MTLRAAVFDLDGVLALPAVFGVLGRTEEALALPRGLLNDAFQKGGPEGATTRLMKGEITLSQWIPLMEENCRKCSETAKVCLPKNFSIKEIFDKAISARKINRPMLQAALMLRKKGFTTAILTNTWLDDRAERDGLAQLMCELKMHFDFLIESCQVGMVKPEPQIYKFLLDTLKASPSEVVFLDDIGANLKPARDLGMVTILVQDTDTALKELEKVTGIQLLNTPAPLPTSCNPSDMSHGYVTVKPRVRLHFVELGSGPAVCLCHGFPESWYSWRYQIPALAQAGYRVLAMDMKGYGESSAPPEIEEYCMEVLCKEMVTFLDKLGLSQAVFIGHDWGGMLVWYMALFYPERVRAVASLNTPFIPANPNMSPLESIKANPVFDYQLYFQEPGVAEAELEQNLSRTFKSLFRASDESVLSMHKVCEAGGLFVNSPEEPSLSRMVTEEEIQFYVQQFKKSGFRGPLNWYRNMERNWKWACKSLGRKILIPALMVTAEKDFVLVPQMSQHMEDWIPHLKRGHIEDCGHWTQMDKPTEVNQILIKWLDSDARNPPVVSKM
# Plk1 PBD FP: inhibitors of human Plk1 polo box domain binding | 97,000 compounds, 0.13% hits | inhibition, %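 (tested at about 20 µM)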 | AID 693 | Plk1 PBD phosphopeptide binding, fluorescence polarization; in the data active means inhibition above about 34%, passing the limit was not always enough
# Ecoli WT expand: blocks growth of wild type E. coli BW25113; 98,000 compounds, 0.15% hits; AID 710; OD600 absorbance; growth inhibition, % at 100 µM;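 active means growth inhibition above about 50% at one test dose, limit read from the data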;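 further: growth measured after 20 h incubation at 37 °C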
# PLK1 kinase inh: inhibitors of human PLK1 kinase | P53350 | recombinant PLK1 kinase, TR-FRET peptide phosphorylation | inhibition, % at 10 µM | 97,000 compounds, 0.53% hits | AID 619;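 active means inhibition of 50% or more in the single-concentration screen; inactive means inhibition below 50%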;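 further: 0% = DMSO max control and 100% = H-89 dihydrochloride min control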
# F-actin modifier: cytoskeleton assembly modification; HUVEC TNFa F-actin phalloidin imaging, high content; inhibition, % at 2 µM; 91,000 compounds, 0.18% hits; AID 836;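 active means inhibition above the batch mean plus 3 SD and confirmed as a hit by visual image inspection, cut at about 30% in these data, passing the limit was not always enough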; further: strong numbers were not always called active
# VCAM1 TNFa inh: reduces TNF alpha induced VCAM1 expression in HUVEC. inhibition, % at 2 µM. 95,000 compounds, 0.48% hits. HUVEC TNFa-induced VCAM-1 immunofluorescence, high-content imaging;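 active means inhibition above the batch mean plus 3 SD, with images confirmed as a hit by eye, cut at about 37% in these data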;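 further: 0% = TNF-stimulated DMSO wells and 100% = unstimulated control wells; not every result past the cut was called active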
# The depositor's hits bear a star; . = no result given.
# The line under a structure holds: TNFa cytotox, IL1B cytotox, DAT uptake mod, sEH inh, Plk1 PBD FP, Ecoli WT expand, PLK1 kinase inh, F-actin modifier, VCAM1 TNFa inh
Cc1cccc(N2CC(C(=O)Nc3ccc4c(c3)OCO4)CC2=O)c1C (stereo unspecified)
  ., 4, 0.00075, -10, -12, 5, -9, 3, -32
CC1=CC=CC2=NC(=O)CC(C)(C(=O)N(CC(=O)NC(C)C)C3CCCC3)N12 (stereo unspecified)
  11, 24, -0.56, 4, -2, 4, -16, -1, 0
O=C(Nc1ccc(N2CCOCC2)cc1)Nc1ccc(Cl)c(Cl)c1
  -5, 11, -0.7, 82*, 3, -4, -8, 3, 25
O=C(CSCc1ccccc1)Nc1nccs1
  -8, 2, -0.5, 5, 9, 1, 2, ., -17
c1ccc(-c2cn3c(n2)SCC3)cc1
  ., -26, 0.11, 1, 0, ., -8, 7, -17
COc1ccc(-c2nnn(CC(=O)c3c[nH]c4ccccc34)n2)cc1OC
  -1, 2, 0.2, -10, -27, -15, -9, -8, -4
Oc1ccc(-c2nc(=S)[nH][nH]2)cc1
  -19, -25, 0.79, 3, -13, ., -15, -25, -32
Cc1ccc(NS(=O)(=O)c2ccc(CCC(=O)N3CCOCC3)cc2)cc1
  5, 2, 0.37, 15, -9, 13, -10, -16, 5
O=C(NCc1nnc2n1CCCCC2)c1ccc(Cl)cc1Cl
  9, -18, 0.53, -11, -3, 6, 6, -31, 12
O=C(O)C1CCCN1C(=O)OCc1ccccc1 (stereo unspecified)
  9, -38, -0.67, -7, -7, -6, -4, -58, 11
CCCCn1c(=N)n(CC(O)COc2cccc(C)c2)c2ccccc21 (stereo unspecified)
  ., ., -0.13, 4, -3, 29, -4, ., .
CCOc1ccccc1N(C(=O)CNC(=O)c1ccco1)C(C(=O)NC(C)(C)C)c1ccncc1 (stereo unspecified)
  -31, -122, -0.75, -1, 8, 2, -7, 14, 10
Cn1c(Cc2ccc3c(c2)OCO3)nnc1SCC(=O)N1CCc2ccccc2C1
  1, -31, 2, 3, -22, 0, -7, 11, -8
CS(=O)(=O)N1CCC(C(=O)Nc2ccc(OCc3ccccc3)cc2)CC1
  -7, -23, -1.8, 3, -9, -3, -2, 6, 21
COc1ccc(CC(=O)NNC(=S)Nc2ccccc2)cc1Br
  -5, 8, 0.16, 19, -10, -2, -5, 20, -1
CC(C)C(NC(=O)C1CCCCC1)C(=O)NC1CCN(Cc2ccccc2)CC1 (stereo unspecified)
  -12, -6, 0.042, -20, 8, 4, -6, -16, 9
O=C(CNC(=O)c1cccs1)NCC(=O)OCc1ccc(Cl)cc1
  -12, 16, 0.32, 12, -3, 5, -4, -1, -28
Cc1cc(N2CCN(S(=O)(=O)c3ccc(Cl)cc3)CC2)c2ccccc2n1
  -26, -38, 0.046, 9, 17, 3, -30, -3, 27
N#Cc1c(-c2ccco2)cc(-c2ccc(F)cc2)nc1N
  -18, -9, 0.47, ., -6, -7, 6, -6, 20
CC(C)NC(=O)NC(=O)CSc1nncn1C
  -9, -8, -0.024, 7, 2, -5, -11, 1, -8
CN1CCN(C(=O)c2ccc(S(=O)(=O)c3ccc(Br)cc3)cc2)CC1
  -4, -17, -0.43, ., -9, 9, 2, -2, 18
O=C(CSc1ncn(-c2ccccc2)n1)Nc1nc2ccccc2s1
  -13, -2, 1.5, -3, -22, -2, -4, 4, -18
COc1ccccc1C1NC(=O)CS1 (stereo unspecified)
  7, 42, -0.27, -15, 7, 5, -4, -10, 11
Cc1oc(-c2cccc(Cl)c2)nc1CN1CCC(C(=O)NCc2ccco2)CC1
  -1, 5, -1.4, 7, -5, 10, -13, 10, -5
N#CCSc1ncnc2c1cnn2CCO
  -4, -13, 0.19, -7, -15, 5, -9, 6, 6
C=CCn1c(SCc2nc(N)nc(N(C)C)n2)nnc1-c1cccnc1
  -16, -13, ., 11, -19, -7, -2, 6, 13
COc1cc(NC(=O)C2CCCCC2)c(OC)cc1NC(=O)CCC(=O)NCc1ccco1
  -16, 12, 0.72, 0, -13, 28, -14, 11, -5
COCCCN1C(=O)C(O)=C(C(=O)c2ccco2)C1c1cccc(Br)c1 (stereo unspecified)
  9, 1, -0.83, -5, 14, 8, -7, -13, -1
NS(=O)(=O)c1ccc(CCNC(=O)CCC2COc3ccccc3O2)cc1 (stereo unspecified)
  -3, 11, 0.37, 16, 8, 5, -10, 12, -5
CN1CCCC(C(=O)C(C#N)c2ccccc2)C1 (stereo unspecified)
  -27, 10, -0.3, 1, -9, -1, -5, 11, 15
O=C(c1c(F)cccc1F)N(Cc1ccccn1)C1CCCC1
  16, 11, -0.11, 1, 6, 4, -7, -3, 23
O=C1C(=O)N(CCCn2ccnc2)C(c2cccnc2)/C1=C(/O)c1ccc(Br)cc1 (stereo unspecified)
  -25, -162, ., 2, -6, ., -12, 13, 3
CCN(CC)C(=O)CSc1nc2ncc(Br)cc2[nH]1
  6, -30, -0.016, -6, 3, 2, 4, -11, -10
CC(C)c1ccc(NC(=O)C2CC(=O)N=C(N)S2)cc1 (stereo unspecified)
  -9, -20, 0.091, 10, -1, 7, -4, 11, 9
Cc1ccc(N2C(N)=C(C#N)C3(C(=O)N(C)c4ccccc43)C3=C2CC(C)(C)CC3=O)cc1Cl (stereo unspecified)
  -11, 31, -0.16, 13, -17, -4, -12, -11, 9
COc1ccccc1NC(=O)CSc1nnc(Cc2cccn2C)n1-c1ccc(F)cc1
  5, -4, 2.2, 11, -2, 3, -11, -11, 12
N#CC1=C(SCC(=O)NC2CC2)NC(=O)C(C#N)C12CCCCC2 (stereo unspecified)
  -33, -40, -0.019, 4, -26, 1, -1, -18, 6
CC(=O)C1=C(C)NC(=O)NC1c1ccccc1OCC(=O)NCCc1ccccc1 (stereo unspecified)
  -4, 15, 0.97, -7, -10, -8, 4, 6, 3
CCOC(=O)c1c(-c2cccs2)csc1NC(=O)CSc1ncn[nH]1
  0, 9, -0.79, -4, 2, -2, -11, 12, 12
Cc1onc(-c2ccccc2)c1C(=O)N1CCCc2ccccc21
  -18, 2, -1, 2, 12, 7, -5, 55, 7
CC(Sc1nc(N(C)C)nc(N2CCOCC2)n1)C(=O)Nc1ccccc1 (stereo unspecified)
  ., -42, 0.42, 5, -10, -2, -8, ., .
Cc1ccccc1N=C/C=C1\N(C)c2ccccc2C1(C)C
  11, 4, ., -10, -40, 4, -8, 9, -2
Cn1c(CC(=O)Nc2ccc(Cl)c(Cl)c2)nnc1SCC(=O)N1CCN(c2ccccc2)CC1
  -3, -19, 1.1, 1, -4, -5, -8, -31, 12
O=C(Nc1ccc(O)cc1)c1cc(S(=O)(=O)N2CCCC2)ccc1Cl
  -30, 10, -1.2, 10, -15, 4, -7, 14, -2
Cc1nnc(Nc2ccc(C(=O)N3CCOCC3)cc2)c2ccccc12
  -3, 16, 0.8, -6, -25, 3, -10, 5, 1
Cc1ccc(S(=O)(=O)CC(N)=O)cc1
  3, 2, -0.28, 3, -10, 0, -8, -17, -12
COC(=O)C1=C(C)N(c2ccc(F)cc2)C(=O)C1
  20, 22, 0.23, 3, 28, 3, -7, 3, 7
Cc1noc(C(=O)Nc2cccnc2)c1Cl
  -22, -10, -0.25, -25, -21, 7, -7, -7, 18
CCn1c(Cc2ccccc2)nnc1SCC(=O)Nc1ccc(OC)cc1
  -20, -3, 1.2, 8, -1, ., 11, 2, -11
COC(=O)CN(n1cnnc1)S(=O)(=O)c1ccccc1
  -24, 22, -0.45, -6, 0, 9, -6, 51, -6

# Further results.
# The line under a structure holds: TNFa cytotox, IL1B cytotox, DAT uptake mod, sEH inh, Plk1 PBD FP, Ecoli WT expand, PLK1 kinase inh, F-actin modifier, VCAM1 TNFa inh
CCOC(=O)c1cnc2c(-c3ccccc3)c(C)nn2c1N
  -4, 16, 0.13, -3, 13, -3, -26, 10, 5
Cc1ccc(CNC(=O)CCn2nc(-c3ccc(Cl)cc3)ccc2=O)cc1
  -1, -10, 0.72, 11, 16, 3, -9, 11, 5
CC(=O)Nc1ccc(N/C=C/C(=O)c2ccc(C)o2)cc1
  -6, 0, 2.9, -6, -17, 2, -7, 7, -5
O=C(NC1CCCC1)C1c2ccccc2C(=O)N1C1CCCCC1 (stereo unspecified)
  -46, -24, -1.4, ., 6, -6, -10, -22, 11
COC(=O)COc1ccc(Oc2cc(C)nc(SC)n2)nn1
  4, -31, 1.3, -1, -14, -8, -6, -10, 18
CC(C)N(C(=O)CSc1nc2c([nH]1)c(=O)n(C)c(=O)n2C)c1ccccc1
  -22, 19, 0.24, 1, -1, -12, -14, -11, 16
N#Cc1ccc(Oc2cccc(C(=O)O)c2)cc1C#N
  3, -21, -0.83, -10, 19, -1, 1, -19, 4
CC(=O)c1cc2c(cc1NC(=O)CN1CCN(C(=O)c3ccco3)CC1)OCO2
  -16, -30, ., 9, -8, ., -6, -1, 6
Cc1cccc(-c2nnn(Cc3nnc(NC(=O)c4ccccc4)s3)n2)c1
  -13, 8, 0.05, 12, 29, -3, -5, 19, -3
CCN1C(=O)CC(N2CCN(c3ccc(C(=O)c4ccncc4)cc3)CC2)C1=O (stereo unspecified)
  25, 1, 0.11, -7, 16, 2, -1, ., -1

# Copied from the entries so far for reference:
# The line under a structure holds: TNFa cytotox, IL1B cytotox, DAT uptake mod, sEH inh, Plk1 PBD FP, Ecoli WT expand, PLK1 kinase inh, F-actin modifier, VCAM1 TNFa inh
CC(C)C(NC(=O)C1CCCCC1)C(=O)NC1CCN(Cc2ccccc2)CC1 (stereo unspecified)
  -12, -6, 0.042, -20, 8, 4, -6, -16, 9
O=C(CNC(=O)c1cccs1)NCC(=O)OCc1ccc(Cl)cc1
  -12, 16, 0.32, 12, -3, 5, -4, -1, -28
Cc1cc(N2CCN(S(=O)(=O)c3ccc(Cl)cc3)CC2)c2ccccc2n1
  -26, -38, 0.046, 9, 17, 3, -30, -3, 27
N#Cc1c(-c2ccco2)cc(-c2ccc(F)cc2)nc1N
  -18, -9, 0.47, ., -6, -7, 6, -6, 20
CC(C)NC(=O)NC(=O)CSc1nncn1C
  -9, -8, -0.024, 7, 2, -5, -11, 1, -8
CN1CCN(C(=O)c2ccc(S(=O)(=O)c3ccc(Br)cc3)cc2)CC1
  -4, -17, -0.43, ., -9, 9, 2, -2, 18
O=C(CSc1ncn(-c2ccccc2)n1)Nc1nc2ccccc2s1
  -13, -2, 1.5, -3, -22, -2, -4, 4, -18
COc1ccccc1C1NC(=O)CS1 (stereo unspecified)
  7, 42, -0.27, -15, 7, 5, -4, -10, 11
Cc1oc(-c2cccc(Cl)c2)nc1CN1CCC(C(=O)NCc2ccco2)CC1
  -1, 5, -1.4, 7, -5, 10, -13, 10, -5
N#CCSc1ncnc2c1cnn2CCO
  -4, -13, 0.19, -7, -15, 5, -9, 6, 6
C=CCn1c(SCc2nc(N)nc(N(C)C)n2)nnc1-c1cccnc1
  -16, -13, ., 11, -19, -7, -2, 6, 13
COc1cc(NC(=O)C2CCCCC2)c(OC)cc1NC(=O)CCC(=O)NCc1ccco1
  -16, 12, 0.72, 0, -13, 28, -14, 11, -5
COCCCN1C(=O)C(O)=C(C(=O)c2ccco2)C1c1cccc(Br)c1 (stereo unspecified)
  9, 1, -0.83, -5, 14, 8, -7, -13, -1
NS(=O)(=O)c1ccc(CCNC(=O)CCC2COc3ccccc3O2)cc1 (stereo unspecified)
  -3, 11, 0.37, 16, 8, 5, -10, 12, -5
CN1CCCC(C(=O)C(C#N)c2ccccc2)C1 (stereo unspecified)
  -27, 10, -0.3, 1, -9, -1, -5, 11, 15

# Additional entries.
# The line under a structure holds: TNFa cytotox, IL1B cytotox, DAT uptake mod, sEH inh, Plk1 PBD FP, Ecoli WT expand, PLK1 kinase inh, F-actin modifier, VCAM1 TNFa inh
Fc1ccccc1-c1nc(-c2ccccc2)no1
  ., -9, 0.4, -20, 9, -15, 0, ., .
Cc1cc(C)nc(SCc2nnc(SCc3ccccc3Cl)o2)n1
  0, -7, ., -8, -1, -2, -10, 6, 9
O=C(COc1ccccc1)Nc1ccc2c(c1)nc1n2CCSC1
  -33, -47, -0.0027, ., -6, -2, -16, 10, 6
O=C(Nc1cc(=O)c2ccccc2o1)N1CCOCC1
  -14, 2, -1.3, ., 8, 3, -3, -3, -8

# Assay outcomes from PubChem BioAssay.
